CHT block: human CHT choline transport inhibition | B-score at 10 µM | Q9GZV3 | 310,000 tested, 0.86% active | AID 488975 | CHT-expressing cells, membrane potential dye, choline response; stronger effect = lower value;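 active = B-score over 3 SD under the library average, and starting fluorescence ratio not unusually high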;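 also: choline stimulus applied at its EC90 after an EC20 pre-addition; B-score computed on integrated fluorescence ratio after choline addition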
Target sequence (Q9GZV3 whole entry, looked up): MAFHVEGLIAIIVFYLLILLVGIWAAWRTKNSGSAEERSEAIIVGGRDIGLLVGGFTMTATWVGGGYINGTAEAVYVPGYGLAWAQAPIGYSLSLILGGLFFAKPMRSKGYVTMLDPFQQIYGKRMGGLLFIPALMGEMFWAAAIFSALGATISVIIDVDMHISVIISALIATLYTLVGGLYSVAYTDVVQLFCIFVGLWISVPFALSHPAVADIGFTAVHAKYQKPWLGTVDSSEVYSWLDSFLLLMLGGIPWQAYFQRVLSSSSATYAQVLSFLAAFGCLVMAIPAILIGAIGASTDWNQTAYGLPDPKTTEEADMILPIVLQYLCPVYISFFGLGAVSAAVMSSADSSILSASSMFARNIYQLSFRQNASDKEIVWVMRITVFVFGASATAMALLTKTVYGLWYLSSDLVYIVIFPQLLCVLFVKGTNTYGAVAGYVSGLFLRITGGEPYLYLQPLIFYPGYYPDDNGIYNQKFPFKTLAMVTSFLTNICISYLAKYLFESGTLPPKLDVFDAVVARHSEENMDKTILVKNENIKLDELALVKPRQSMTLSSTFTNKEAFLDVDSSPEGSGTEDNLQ
Kir21 block: blocks the mouse Kir2.1 inward-rectifier potassium channel. P35561. HEK293-Kir2.1, FluxOR thallium flux fluorescence; stronger effect = lower value. B-score at 10 µM. 310,000 tested, 0.85% active. AID 1672;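 active = fluorescence ratio B-score at or below minus 3 SD of library scores, with starting-brightness B-score within 2 SD, cut at about -4.2 in these data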;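 also: channel flux triggered by added potassium and thallium sulfate stimulus; B-score of peak minus minimum fluorescence over baseline after thallium stimulus; more negative B-score means stronger Kir2.1 block with less thallium influx; some compounds called inactive have numbers as strong as hits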
Target sequence (P35561 whole entry, looked up): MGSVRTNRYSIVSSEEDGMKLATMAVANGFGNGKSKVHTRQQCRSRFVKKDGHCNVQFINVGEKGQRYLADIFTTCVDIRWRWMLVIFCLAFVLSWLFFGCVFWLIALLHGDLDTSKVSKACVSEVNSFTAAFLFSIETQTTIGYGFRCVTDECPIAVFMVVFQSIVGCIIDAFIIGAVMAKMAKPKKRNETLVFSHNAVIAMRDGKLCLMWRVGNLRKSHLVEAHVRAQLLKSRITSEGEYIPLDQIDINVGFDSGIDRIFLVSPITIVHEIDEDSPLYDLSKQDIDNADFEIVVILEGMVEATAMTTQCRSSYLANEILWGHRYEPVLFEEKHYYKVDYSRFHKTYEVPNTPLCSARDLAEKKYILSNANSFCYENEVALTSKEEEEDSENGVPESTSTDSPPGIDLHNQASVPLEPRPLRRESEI
KCNQ2 block: KCNQ2 channel blockers in CHO-K1 cells – cell-based, FluxOR thallium flux, B-score, primary screen (AID 2156); O88943; 20 min; stronger effect = lower value; B-score at 10 µM; 310,000 tested, 1.1% active;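 active = fluorescence ratio B-score at most minus 3 library SDs, with starting brightness B-score within 2 library SDs, cut at about -5.5 in these data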
Starred values were filed as active, the others as inactive; i = inactive; . = no result given.

Molecule | CHT block | KCNQ2 block | Kir21 block
CCCCOc1ccc(C2/C(=C(/O)c3ccc4c(c3)CC(C)O4)C(=O)C(=O)N2CCCN2CCOCC2)cc1OC (configuration not stated) | i | i | 0.03
COc1ccccc1/C=C1\Oc2cc(OC(=O)N3CCOCC3)ccc2C1=O | i | i | -1.5
CCOC(=O)/C(C#N)=C/c1ccc(SC)cc1 | i | i | 0.84
CC(=O)c1cccc(NS(=O)(=O)c2cc3c(cc2C)NC(=O)CO3)c1 | i | i | -0.01
CCOC(=O)C1CCN(Cc2cc(C(C)C)c(O)c(C(C)C)c2)CC1 | i | i | -0.44
CC1=C(C(=O)Nc2cc(C(=O)N3CCC(C)CC3)ccc2C)SCCO1 | i | i | 1.5
CCOC(=O)N1CCN(C(=O)c2cn(CC)c3ccc(S(=O)(=O)N4CC(C)CC(C)C4)cc3c2=O)CC1 (configuration not stated) | i | i | -1.4
O=c1[nH]c2ccsc2c(=O)n1-c1ccc(F)c(Cl)c1 | i | i | 0.71
CN(CC(=O)N1CCc2ccccc21)S(=O)(=O)c1ccc(Br)s1 | i | i | -0.98
CCOC(=O)N1CCN(C(=O)COc2ccccc2Cl)CC1 | i | i | -3
CCc1ccc(NC(=O)N(C2CCC(C)CC2)C2CCN(C(C)=O)CC2)cc1 (configuration not stated) | i | i | -0.8
CC(C)C(=O)Nc1cccc(-c2cnc3ccccc3n2)c1 | i | i | 0.76
CN(Cc1ccccc1)S(=O)(=O)c1cccc(C(=O)O)c1 | i | i | 1.2
CCCn1nnnc1SCC(=O)NCc1ccc(OC)cc1 | i | i | -0.43
CC(=O)Nc1ccc(NC(=O)C(C)OC(=O)CCc2c[nH]c3ccccc23)cc1 (configuration not stated) | i | i | -1.4
Cc1ccccc1CC1(CO)CCCN(C(=O)CCN2CCCO2)C1 (configuration not stated) | i | i | -0.49
Cc1ccccc1CC(=O)NC1CCCCCC1 | i | i | 1.7
Cc1nnc(SCC(=O)N2CCN(c3ccccc3)CC2)n(N)c1=O | i | i | 0.87
CCCCn1nc(C(=O)NC2=NCCS2)c2ccccc2c1=O | i | i | 0.01
CC(C)c1ccc(C(O)P(=O)(OC2CCCCC2)OC2CCCCC2)cc1 (configuration not stated) | i | i | 1.5
O=C(COc1ccccc1F)NCc1nc2ccccc2[nH]1 | i | i | 0.55
O=C1C(NS(=O)(=O)c2ccccc2)=C(N2CCN(c3ccc(F)cc3)CC2)C(=O)c2ccccc21 | i | i | 0.61
NC(=O)CC[C@@H]1NC(=O)[C@H](CO)NC(=O)c2cc([N+](=O)[O-])cc(I)c2NCC[C@@H](C(N)=O)NC1=O | i | i | 1.7
CCOc1ccc(/C=C2\SC(N3CCc4ccccc4C3)=NC2=O)cc1 | i | i | 0.41
CNc1c([N+](=O)[O-])cnn1-c1ccc(Cl)cc1Cl | i | i | 1.4
CSCC[C@H](NC(=O)[C@H](Cc1ccccc1)n1c(=O)[nH]c2ccccc2c1=O)C(=O)N1CCC[C@@H]1C(=O)O | i | i | 0
N#Cc1cn(-c2ccccc2)nc1-c1ccc2c(c1)OCCO2 | i | i | -0.3
COC(=O)/C(=C\C(=O)c1ccccc1)Nc1cccc(C(F)(F)F)c1 | i | -7.8* | 1.1
CCCN(C(=O)COC(=O)CNC(=O)c1ccc2ccccc2c1)c1c(N)n(Cc2ccccc2)c(=O)[nH]c1=O | i | i | 1.4
Cc1ccc(NC(=O)C(C)N2C(=O)c3ccccc3C2=O)nc1 (configuration not stated) | i | i | 0.77
Cc1nc2nc(SCC(=O)O)nn2c(C)c1Cc1ccccc1Cl | i | i | 0.67
O=C(CNC(=O)c1ccccc1)OC(C(=O)c1ccccc1)c1ccccc1 (configuration not stated) | i | i | -2.5
Cc1ccc(NC(=O)CCC(=O)NNC(=O)C(c2ccccc2)c2ccccc2)c(C)c1 | i | i | 1.1
CC1CCN(C(=O)CN2C(=O)C(C)(C)Oc3ccc(C(=O)NC4CCCC4)cc32)CC1 | i | i | 1.3
Cc1nc2ccc(NC(=O)c3ccc(Cl)s3)cc2s1 | i | i | -1.6
COc1ccc(OC(C)C(=O)Nc2cccnc2)cc1 (configuration not stated) | i | i | -0.03
COc1ccc(Cc2nc3ccc(C(=O)NCCc4ccccn4)cc3o2)cc1OC | i | i | -0.13
O=C(CCn1cccn1)N1CCCC(N2CCN(c3cccc(C(F)(F)F)c3)CC2)C1 (configuration not stated) | i | i | 2.9
CN1CCN(S(=O)(=O)c2ccc(N(C)CC(=O)Nc3ccc(F)cc3)nc2)CC1 | i | i | -1.3
O=[N+]([O-])c1cc(CSC2=NCCN2)ccc1O | . | i | -0.31
COc1cc(OC)c(OC)cc1C=NCC1(c2ccccc2)CCCC1 | i | i | 0.38
O=C(NCc1ccco1)C(c1ccccc1)N(Cc1cccnc1)C(=O)Cn1nnc2ccccc21 (configuration not stated) | i | i | -0.23
CC(C(=O)NCc1cccnc1)N1C(=O)c2ccccc2C1=O (configuration not stated) | i | i | 1.3
Cc1ccc(CCNc2ccc3ccccc3c2)cn1 | i | i | 1.2
CC(C)CN(C(=O)c1ccc(S(=O)(=O)N2CCCCC2)cc1)C1CCS(=O)(=O)C1 (configuration not stated) | . | i | 1.1
CCn1cc(CNC(=O)c2cc(Cl)ccc2OC)c(C)n1 | i | i | -0.39
CCCc1nc2oc(C(=O)OCC)c(N)c2c2c1COC(C)(C)C2 | -6.3* | i | -0.73
Cc1nnc(NC(=O)CSc2ncc(-c3ccccc3)[nH]2)s1 | i | i | -1.7
C=CCN1C=C2C(=O)C(C)(OC(=O)c3ccc(OC)cc3)C(=O)C(c3ccco3)=C2C=C1CCCC (configuration not stated) | i | i | -1.3
CCC1C(=O)N(C)CCc2ccccc21 (configuration not stated) | i | i | -0.24
Cc1ccc(S(=O)(=O)N2CCC(C(=O)N3Cc4ccccc4C3)CC2)cc1 | i | i | 0.57
O=C(CSc1nnc(-c2ccc(O)cc2)o1)Nc1ccccc1Br | i | i | -0.21
COc1cccc2c1OCC(CN1CCN(Cc3ccccc3)C(CCO)C1)=C2 (configuration not stated) | i | i | 1.3
COCC(=O)N1CCC(Oc2ccc(C(=O)N(C)C3CCCCC3)cc2)CC1 | i | i | 0.07
COC(=O)c1cccc(NC(=O)CCCOc2cccc(C)c2)c1 | i | i | -0.35
CSc1ccccc1NC(=O)Nc1ccc(F)c(Cl)c1 | i | i | 0.7
CCc1ccc(N2CC(C(=O)Nc3cccc(S(=O)(=O)N4CCCC4)c3)CC2=O)cc1 (configuration not stated) | i | i | 2.9
Cc1ccc(C(=O)Nc2cc([N+](=O)[O-])ccc2C)cc1 | i | i | -1.2
C=CCn1c(SCC(=O)Nc2cccc(C(=O)OC)c2)nnc1C(C)NC(=O)c1cccs1 (configuration not stated) | i | i | 0.69
CCC(=O)N1CCc2cc(Br)cc(S(=O)(=O)NCC3CCCN3CC)c21 (configuration not stated) | i | i | -2

Remaining list, next part
Molecule | CHT block | KCNQ2 block | Kir21 block
CCCCc1nc2ccccc2c(=O)n1NC(=O)c1c(O)c2cccc3c2n(c1=O)CC3 | i | i | 0.01
O=C(NCCCn1ccnc1)c1cc(S(=O)(=O)N2CCOCC2)c(Cl)cc1Cl | i | i | -0.6
COc1ccc(CCNc2nc(C)nc3c2nnn3Cc2ccccc2)cc1 | i | i | -0.11
O=C(N/N=C/c1ccccc1)c1n[nH]c2c1CCCC2 | i | i | 2.1
O=C(O)C1CCCCC1C(=O)NC1C2CC3CC(C2)CC1C3 (configuration not stated) | i | i | 0.19
Cc1cccc(CS(=O)(=O)Cc2ccc(C(=O)NCCCN3CCCC3)o2)c1 | i | i | 0.45
Cc1cc(-n2c(C)cc(C(=O)CN3C(=O)NC4(CCCC4)C3=O)c2C)no1 | i | i | 0.58
C[C@@H]1C(=O)O[C@@H]2[C@H](O)C34[C@H]5C[C@@H](C(C)(C)C)C36[C@H](OC(=O)[C@@H]6O)OC4(C(=O)O5)[C@@]12O (some centres not stated) | i | i | -0.57
Cc1c(NC(=O)COC(=O)c2cc3c4ccccc4n(C)c3s2)c(=O)n(-c2ccccc2)n1C | i | i | 0.01
CC(C)c1ccccc1NC(=O)COC(=O)c1c2c(nc3ccccc13)CCN(Cc1ccccc1)C2 | i | i | -1.4
CC(C)(C)c1ccc(/C=C/C(=O)NC2CCS(=O)(=O)C2)cc1 (configuration not stated) | i | i | 0.12
CCc1ccc(NC(=O)Cc2c(C(=O)O)n(C)c3ccccc23)cc1 | i | i | 0.07
O=C(Nc1ncccc1O)c1ccc(S(=O)(=O)Nc2ccccc2)cc1 | i | i | 0.72
CC(C)N(C(=O)CSc1nnc(NC(=O)C2CCC2)s1)C(C)C | i | i | 0.6
CC1(C)C(=O)CC[C@]2(C)C3C(=O)C=C4[C@H]5C[C@@](C)(C(=O)O)CC[C@]5(C)CC[C@]4(C)[C@]3(C)CC[C@@H]12 (some centres not stated) | i | i | 1.3

Structures shown so far that have a COOH group:
Molecule | CHT block | KCNQ2 block | Kir21 block
CN(Cc1ccccc1)S(=O)(=O)c1cccc(C(=O)O)c1 | i | i | 1.2
CSCC[C@H](NC(=O)[C@H](Cc1ccccc1)n1c(=O)[nH]c2ccccc2c1=O)C(=O)N1CCC[C@@H]1C(=O)O | i | i | 0
Cc1nc2nc(SCC(=O)O)nn2c(C)c1Cc1ccccc1Cl | i | i | 0.67
O=C(O)C1CCCCC1C(=O)NC1C2CC3CC(C2)CC1C3 (configuration not stated) | i | i | 0.19
CCc1ccc(NC(=O)Cc2c(C(=O)O)n(C)c3ccccc23)cc1 | i | i | 0.07
CC1(C)C(=O)CC[C@]2(C)C3C(=O)C=C4[C@H]5C[C@@](C)(C(=O)O)CC[C@]5(C)CC[C@]4(C)[C@]3(C)CC[C@@H]12 (some centres not stated) | i | i | 1.3

The results go on.
Molecule | CHT block | KCNQ2 block | Kir21 block
N/C(=N\OC(=O)CCCOc1ccccc1)c1cccc(Br)c1 | i | i | 0.24
COc1ccc(NC(=O)CN(C)C(=O)c2cc(-c3ccc(OC)cc3)nc3ccccc23)cc1 | i | i | -1
COCc1cc(C)n(CC(=O)Nc2ccc3c(c2)OCO3)c(=O)c1C#N | i | i | -0.33
O=C(NC(=S)NCCc1ccccc1)c1ccccc1 | i | i | 1.9
CCOc1ccc(N2CC(C(=O)Nc3ncccc3C)CC2=O)cc1 (configuration not stated) | i | i | -0.36
Cc1ccc2[nH]c(=O)c(CN(Cc3cccnc3)Cc3nnnn3CC3CCCO3)cc2c1 (configuration not stated) | i | i | 0.54
Cc1ccc(-c2cc(-c3ccccc3)nc(N(C)N)n2)cc1 | i | i | 1.7
Cc1nc2c(C)cccc2c2c1CCS2 | i | i | 0.22
Cc1cnc(C(=O)Oc2c(C)ccc(C)c2C)cn1 | i | i | 0.62
COc1cc(C=O)c(Br)cc1OCc1ccc(C)cc1 | i | i | 2.4
Cc1ccc(SCC(=O)NC(=O)NCCC(C)C)c(C)c1 | i | i | -0.66
O=C(NCc1cn2ccccc2n1)c1ccc2c(c1)OCO2 | i | i | -0.4
C[C@H]1CCC(=O)N([C@H](CC#N)Cc2ccccc2)CC1 | i | i | -0.33
Cc1ccc(N(CC(=O)NCc2ccccc2Cl)S(=O)(=O)c2c(C)noc2C)cc1 | i | i | 1.2
Cc1ccc(NC(=O)COC(=O)CN2C(=O)c3ccccc3C2=O)cc1S(=O)(=O)N(C)C | i | i | 0.01
COc1cc(NC(=O)C2CCC(=O)N2S(=O)(=O)c2ccc(C)cc2)cc(OC)c1 (configuration not stated) | i | i | 0.03
Nc1cccc(Cl)c1N1CCOCC1 | i | i | -0.52
O=C(CSc1cccc[n+]1[O-])N1CCCCCC1 | i | i | 0.92
COc1cc(/C=N/NC(=O)c2c(-c3ccccc3)noc2C)ccc1O | i | i | 0.06
COc1cc(CN(CC2CCCO2)C(=O)c2cccs2)cc(OC)c1OC (configuration not stated) | i | i | -0.11
CN(c1ccc(OCC(=O)NCc2cccnc2)cc1)S(=O)(=O)c1ccc(Cl)cc1 | i | i | -3.5
Cc1ccc(C)c(OCCC(=O)OCC(=O)NCc2ccc(F)cc2)c1 | i | i | 0.05
Cc1ccccc1-c1cc(C(=O)Nc2sc(C(=O)OC(C)C)c(C)c2C#N)c2ccccc2n1 | i | i | -1.2
CCOc1ccc(NC(=O)NC2CC(=O)N(c3ccc(OC)cc3)C2)cc1 (configuration not stated) | i | i | -0.12
CCOC(=O)c1c(-c2ccc(C)cc2)csc1NC(=O)CCN1CCOCC1 | i | i | -0.72
O=C(NC(=S)NC(CO)Cc1ccccc1)c1ccc(F)cc1 (configuration not stated) | i | i | -1.8
O=C(COC(=O)CNS(=O)(=O)/C=C/c1ccccc1)NC1CCS(=O)(=O)C1 (configuration not stated) | i | i | -1.9
O=C(CSc1nc(-c2ccco2)cc(C(F)(F)F)n1)N1CCc2ccccc2C1 | i | i | -0.63
COc1ccc(NC(=O)NC2(C(=O)N3CCN(C)CC3)CCCCC2)cc1 | i | i | -0.03
Cc1ccc(OCC(=O)N2CCc3ccccc32)c([N+](=O)[O-])n1 | i | i | 0.34
COc1ccc(OC)c(C(C[N+](=O)[O-])c2c(C)cc3ccccn23)c1 (configuration not stated) | i | i | 0.24
O=C(COc1ccccc1Cl)Nc1ccccc1C(=O)NC1CC1 | i | i | -1.4
CCn1c(SCC(=O)N2CCCCC2C)nnc1-c1ccco1 (configuration not stated) | i | i | -1.5

Screening data: PubChem, Johns Hopkins Ion Channel Center
